Bioassay records (PubChem)
Vif-APOBEC3G blk: blocks the Vif interaction with human APOBEC3G. HeLa A3G-eYFP + Vif (tagged APOBEC3G with the HIV-1 protein that degrades it), YFP fluorescence, overnight. Potency, µM (series often up to 46.1 µM), without a hit: top-dose activity, negative = active, hits mostly inhibitors. 410,000 compounds, 0.076% hits. AID 602310;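 further: potency means the concentration at half of the fitted maximal effect; on the % scale 0 is the no-effect control and ±100 the full control effect; nearly all actives have a fitted effect of over 60% in size; hits raise eYFP signal because A3G escapes Vif-driven loss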
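HeLa cells stably expressing Vif and C-terminally eYFP-tagged A3G, seeded overnight at 37 deg C, then exposed to compound by pintool overnight at 37 deg C. Rise in yellow fluorescence (Ex 488/Em 500-530, Acumen) marks blocked Vif-driven A3G degradation.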
rTrxR1 inhibitor: inhibitors of rat thioredoxin reductase 1. Potency, µM (highest dose often 114 µM), without a hit: top-dose activity change, negative = inhibition, hits mostly inhibitors. 390,000 compounds, 1% hits. recombinant rTrxR1, NADPH fluorescence consumption, selenite substrate; further: potency means the concentration at half of the fitted maximal effect; on the % scale 0 is the no-effect control and ±100 the full control effect; nearly all actives have a fitted effect of over 65% in size
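Rat TrxR1 (90 nM in the dispensed reagent) was pre-reduced with 400 uM NADPH for 5 min at room temperature, then incubated with compound for 15 min. After 400 uM selenite was added, NADPH fluorescence (Ex 340/Em 450 nm) was followed for 8 min.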
RGS4 inhibitor: human RGS4 inhibition; Transcreener GDP fluorescence polarization, RGS4-accelerated GTP hydrolysis; Potency, µM (titrated, usually from 114 µM), for inactives: top-dose activity change, negative = inhibition, actives largely listed as inhibitors; 390,000 compounds, 0.039% hits; further: potency means the concentration at half of the fitted maximal effect; on the % scale 0 is the no-effect control and ±100 the full control effect; nearly all actives have a fitted effect of over 75% in size; some results filed as inactive show a strong effect at the top dose
Target sequence (P49798 whole entry, looked up): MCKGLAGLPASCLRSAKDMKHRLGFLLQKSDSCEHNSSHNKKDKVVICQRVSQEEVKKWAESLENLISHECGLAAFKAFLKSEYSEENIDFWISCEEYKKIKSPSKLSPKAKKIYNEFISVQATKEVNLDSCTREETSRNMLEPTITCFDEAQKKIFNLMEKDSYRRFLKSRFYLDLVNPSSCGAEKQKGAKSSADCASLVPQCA
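MLSMR compounds (23 nl, pin-transferred) preincubated 10 min at room temperature with a 500nM (2x) first reagent, then RGS4 at 900nM (2x) plus Transcreener GDP mix added; fluorescence polarization (620/688 nm) read before and after 90 min at 30 °C.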
USP1 inh: USP1/UAF1 (human) deubiquitinase inhibition | recombinant USP1/UAF1, Ub-Rhodamine cleavage fluorescence | Potency, µM (series often up to 57.1 µM), inactives show at the highest dose activity change, negative = inhibition, usual class: inhibitors | 390,000 compounds, 0.23% hits | AID 743255; further: potency means the concentration at half of the fitted maximal effect; on the % scale 0 is the no-effect control and ±100 the full control effect; nearly all actives have a fitted effect of over 60% in size; inactives centre near -12
Target sequence (O94782 whole entry, looked up): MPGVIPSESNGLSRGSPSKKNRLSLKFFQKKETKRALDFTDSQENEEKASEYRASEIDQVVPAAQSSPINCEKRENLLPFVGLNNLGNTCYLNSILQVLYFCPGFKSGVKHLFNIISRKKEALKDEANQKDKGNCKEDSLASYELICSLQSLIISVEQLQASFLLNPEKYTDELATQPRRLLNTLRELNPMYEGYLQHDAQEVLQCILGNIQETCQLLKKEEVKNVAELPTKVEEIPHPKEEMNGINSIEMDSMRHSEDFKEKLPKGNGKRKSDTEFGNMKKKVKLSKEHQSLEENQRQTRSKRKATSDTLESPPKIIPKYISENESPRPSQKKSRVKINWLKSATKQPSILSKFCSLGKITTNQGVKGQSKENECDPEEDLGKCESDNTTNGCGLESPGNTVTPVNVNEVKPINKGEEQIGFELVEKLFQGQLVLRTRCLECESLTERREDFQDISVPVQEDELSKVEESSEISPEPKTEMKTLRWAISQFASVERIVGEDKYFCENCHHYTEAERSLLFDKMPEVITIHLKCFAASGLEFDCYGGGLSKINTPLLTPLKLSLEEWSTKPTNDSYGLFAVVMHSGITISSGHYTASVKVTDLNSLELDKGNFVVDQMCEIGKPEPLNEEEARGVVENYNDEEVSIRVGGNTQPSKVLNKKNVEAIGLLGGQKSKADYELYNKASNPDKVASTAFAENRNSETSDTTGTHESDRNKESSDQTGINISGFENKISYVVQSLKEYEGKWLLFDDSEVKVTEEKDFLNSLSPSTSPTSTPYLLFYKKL
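Step one: compound is pinned into 1nM USP1/UAF1 in HEPES pH 7.8 buffer with TCEP. Step two: 15 min room-temperature incubation. Step three: Ub-Rho (150nM final) starts cleavage, tracked by fluorescence over six one-minute reads.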
Vif-APOBEC3F blk: blocks the Vif interaction with APOBEC3F; HeLa A3F-eYFP + Vif (tagged APOBEC3F with the HIV-1 protein that degrades it), YFP fluorescence increase; Potency, µM (series often up to 46.1 µM), for inactives: at the top dose activity, negative = active; 390,000 compounds, 0.2% hits; further: potency means the concentration at half of the fitted maximal effect; % of control where 0% means no effect; nearly all actives have a fitted effect of over 65% in size
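Fluorescence increase (Ex 488/Em 500-530) after overnight compound treatment at 37 deg C flags inhibition of Vif-driven A3F-eYFP loss in stable HeLa A3F-eYFP/Vif cells seeded overnight beforehand.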
mIDH1 inhibitor: inhibitors of human mutant IDH1 R132H; 390,000 compounds, 0.093% hits; Potency, µM (top dose mostly 76.6 µM), inactives show at the highest dose activity change, negative = inhibition, most hits filed as inhibitors; IDH1-R132H enzyme, NADPH consumption, diaphorase/resazurin fluorescence; O75874; further: potency means the concentration at half of the fitted maximal effect; on the % scale 0 is the no-effect control and ±100 the full control effect; nearly all actives have a fitted effect of over 65% in size
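IDH1-R132H (0.5 ug/mL) preincubated 30 min with compound, then NADPH (0.016 mM) and alpha-KG (2 mM) added; 80 min at RT, pH 7.5. Remaining NADPH coupled via diaphorase/resazurin to fluorescence (540/590 nm); concentration-response curves normalized to no-enzyme control.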
Glioma ERSR ind: induces the endoplasmic reticulum stress response in human glioma cells. Potency, µM, without a hit: at the top dose activation, hits mostly activators. 420,000 compounds, 0.02% hits. U87-MG GRP78 promoter luciferase reporter, 16 h; further: potency means the concentration at half of the fitted maximal effect; series mostly up to about 76 µM; % of control where 0% means no effect; nearly all actives have a fitted effect of over 35% in size
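Stably transfected U87-MG human glioma cells carrying a GRP78-based luminescent sensor were seeded at 1000 cells/well, pin-dosed with compounds and incubated 16 h. Luciferase reagent was then added, and end-point luminescence was read after 10 min at room temperature.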
TrxR1 substrate: rat thioredoxin reductase 1 substrate activity | O89049 | purified TrxR1 substrate turnover, NADPH consumption readout | Potency, µM (doses to about 114 µM), inactives show at the highest dose activity change, negative = substrate turnover | 390,000 compounds, 0.01% hits; further: potency means the concentration at half of the fitted maximal effect; on the % scale 0 is the no-effect control and ±100 the full control effect; nearly all actives have a fitted effect of over 50% in size
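Rat TrxR1, dispensed at 90 nM, was prereduced with 400 uM NADPH (final) for 5 min at ~22 deg C, then incubated with compound 15 min before 400 uM selenite. A first-read NADPH fluorescence drop versus no-compound background flagged substrates.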
LDHA inh: blocks human lactate dehydrogenase A; AID 1347041; 480,000 compounds, 0.15% hits; activity change, % (values are at about 110 or 230 µM); purified LDHA, NADH/diaphorase-resazurin fluorescence; hits give low values; in the data active means activity change below about -30%; inconclusive means mostly about -25% to -30%;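 further: plate controls were DMSO wells for no effect and wells without enzyme for full effect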
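Human LDH5 at 2 nM final in Tris HCl pH 7.4 with 0.06 mM NADH and 0.2 mM pyruvate, reacted 5 minutes at room temperature. Remaining NADH coupled via diaphorase/resazurin; resorufin fluorescence read at 0 and 20 minutes, normalized to enzyme-free and DMSO wells.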
An asterisk follows results filed as active; ? = inconclusive; / = no result given; & = joins results of further samples; [ ] = remark or other dose. Unless noted, the call rests on the fitted dose curve; in most records, active means well fitted curve in the direction sought with a large enough effect; inconclusive means small, poorly fitted or top-dose-only effect, or another doubt; inactive means no such curve, though single readings can be large; an effect the other way counts as inactive or inconclusive. A portion of the library; the hit share may differ from the screen's.

compound | Vif-APOBEC3G blk | rTrxR1 inhibitor | RGS4 inhibitor | USP1 inh | Vif-APOBEC3F blk | mIDH1 inhibitor | Glioma ERSR ind | TrxR1 substrate | LDHA inh
COC(=O)CCNCCSc1nnc(-c2ccco2)n1Cc1ccccc1 | -1% | 13% | -13% | -19% | 0% | 1% | -3% | 3% | -19
CCC(=O)Oc1ccc2c(=O)c(-c3ccc4ccccc4n3)c(CC)oc2c1C | -4% | 2% | -2% | 1% | -4% | 52µM* | -2% | -3% | -7
COc1cc(NC(=S)N2CCCC(CO)C2)c(OC)cc1Cl (stereo not drawn) | 1% | -18% | -48% | -13% | -1% | -5% | -4% | 0% | -3
N#Cc1ccc(N2C(=O)[C@@H]3C(C(=O)c4cnccn4)=NN[C@@H]3C2=O)cc1 | -2% | -65% | -38% | -17% | 7% | 7% | 0% | -4%[57.1 µM] | 0
Cc1c(C2=CCN(S(=O)(=O)c3ccc(Cl)cc3)CC2)c2ccccc2n1CC(=O)N1CCCC1 | 1% | 12% | 5% | -18% | 0% | 7% | -3% | 5% | 4
Cc1nnc(C)n1/N=C/c1c(O)ccc2ccccc12 | -8% | -11% | ? | -16% | 0% | 4% | -7% | -6% | 13
COc1ccc(S(=O)(=O)Nc2ccc3c(c2)n(C)c(=O)n3C)cc1OC | -17% | 9% | 11% | -20% | ? | 22% | 2% | -1% | 5
CC(C)N(Cc1nc(-c2ccccc2)no1)C(=O)Cc1ccccc1 | -3% | 0%[57.1 µM] | 15% | -26% | 1% | 8% | -5% | 4%[57.1 µM] | -2
Cc1cc(Cl)c(OCCCCN2CCOCC2)c(Br)c1 | 0% | -4% | 17% | -3% | -19% | 2% | 3% | -7% | -14
CCCCNC(=O)CSc1nnc(C)c2c(C)n(-c3ccccc3)nc12 | -13% | -12% | 15% | 21% | 4% | 0% | -4% | -10% | -1
Clc1ccc(C(c2nnnn2C2CCCC2)N2CCN(c3nc4ccccc4s3)CC2)cc1 (stereo not drawn) | 2% | -1%[57.1 µM] | -2% | -28% | 2% | -4% | -6% | -6% | 1
CC1(C)CC(=O)c2cnc(N3CCc4ccccc43)nc2C1 | -1% | 70% | -23% | -7% | 5% | 9% | 5% | -8%[57.1 µM] | -1
CCNC(=S)N1CCn2c(nc3ccccc32)C1 | 3% | 5% | -1% | -10% | -4% | 2% | -2% | 0% | -2
CN1CCN(c2cc(N3CCc4ccccc4C3)c(F)cc2[N+](=O)[O-])CC1 | -13% | -1% | -11% | -25% | -10% | 3% | -3% | -5% | -2
O=c1c2ccccc2nc(COc2ccccc2)n1/N=C/c1ccco1 | -12% | -26% | 16% | -4% | / | 5% | 18% | -4% | -3
Nc1ncc(S(=O)(=O)NCc2ccccc2F)cn1 | 1% | 6%[57.1 µM] | -11% | -9% | 6% | 6% | 0% | 0%[57.1 µM] | -2
COc1ccc(OC)c(-c2cc(C(=O)N3CCCc4ccccc43)no2)c1 | -5% | 0%[57.1 µM] | 11% | -7% | 1% | 2% | -2% | -2%[57.1 µM] | 3
N#Cc1cc(C(=O)c2cc(Cl)ccc2O)cn(-c2ccccc2)c1=O | -1% | -1% | -4% | 8% | 0% | -4% | -2% | -2% | -8
CS(=O)(=O)N1CCC(C(=O)N2CCN(C(c3ccccc3)c3ccccc3)CC2)CC1 | -1% | 14% | 17%[56.9 µM] | 6% | 13% | 6% | -4% | -5% | -2
Cn1nc(-c2ccc(Cl)cc2)c2cc(C(=O)NCC3CCCO3)sc21 (stereo not drawn) | -12% | 0% | -22% | -7% | -6% | -4% | 1% | 60%[activator] | 1
C[C@H](NC(=O)c1nc[nH]c1C(=O)NCc1ccc(CNC(=O)OC(C)(C)C)cc1)C(=O)OCc1ccccc1 | -18% | 21% | -19% | -28% | 0% | 1% | -10% | -3% | -1
CCCCCCCCCCCCCCCC(=O)NCC(COP(=O)([O-])OCC[N+](C)(C)C)OCC (stereo not drawn) | / | ? | 21µM* | / | / | / | -6% | -3%[57.1 µM] | /
FC(F)(F)c1cc(Cl)c2nc(-c3ccccc3)cn2c1 | -14% | 12%[57.1 µM] | 1% | -15% | -9% | 9% | 0% | 2% | 1
NC(=O)CN1CCN(C2CC(=O)N(CCc3ccccc3)C2=O)CC1 (stereo not drawn) | 1% | 13% | 12% | -1% | -4% | -5% | -2% | -6% | -2
CNS(=O)(=O)c1cn(CC(=O)Nc2cccc(OC)c2)cc1S(=O)(=O)NC | 4% | 19%[57.1 µM] | 16% | 4% | 2% | -28% | -2% | 2%[57.1 µM] | -4
O=C(Nc1cccc(C(F)(F)F)c1)C1C2CC3OC(=O)C1C3C2 (stereo not drawn) | -5% | 8%[57.1 µM] | -22% | -9% | -4% | 6% | -6% | -7%[57.1 µM] | 2
O=C(COC(=O)C1=COCCO1)Nc1ccc(Br)cc1Br | 2% | -2% | 7% | -16% | 6% | 0% | 1% | -5% | -6
CCCN1CCC(=O)N([C@H](CSc2ccccc2)c2ccccc2)CC1 | 0%&-2% | ? | -16% | -19% | 6% | 2% | -4%&4% | 7%&7% | 2
Cc1ccc(-c2nn(-c3ccc(F)cc3F)c3c2cnc2c(F)cccc23)cc1 | -3% | 1%[57.1 µM] | 18% | 5% | -1% | 3% | -3% | -2%[57.1 µM] | 1
O=C(CSc1nnc(C2CC2)n1-c1ccccc1)NCc1ccco1 | 1% | ? | 10% | -7% | -6% | 6% | -4% | -3% | -6
CS(=O)(=O)c1ccc(C(=O)OCC(=O)Nc2cc(C(F)(F)F)ccc2Cl)cc1[N+](=O)[O-] | -22% | 8.9µM* | 27% | / | / | / | -11% | 1% | -3
COc1cc(=O)[nH]c(SC(C)C(=O)Nc2cc(C)on2)n1 (stereo not drawn) | -1% | 4% | -4% | -14% | 1% | 9% | -1% | -3% | -4
CC(C)Cc1cc(C(=O)Nc2cc(Br)ccc2O)no1 | -3% | 7%[57.1 µM] | 6% | 1% | -5% | -1% | -2% | 4%[57.1 µM] | -1
COc1ccc(-c2ccc(CCC(=O)O)n2NC(N)=O)cc1 | 1% | 4% | 19% | -3% | -2% | 9% | -1% | 22% | -3
C=CCn1c(SCC(=O)NC2CCCCC2)nnc1C1CCCCC1 | 0% | 5%[57.1 µM] | -31% | 5% | -4% | 4% | -2% | 5%[57.1 µM] | 2
CCOc1ccc(CCNC(=O)C(CC)n2nc(C)n3c(cc4sccc43)c2=O)cc1OCC (stereo not drawn) | -2% | 12%[57.1 µM] | 8% | -4% | -1% | 7% | -2% | 8%[57.1 µM] | -1
CC(C)=C1SC(N2CCOCC2)=NC1=O | -3% | 2%[57.1 µM] | 7% | 6% | -1% | 1% | 1% | 4%[57.1 µM] | -13
Fc1ccc(-c2n[nH]c(=S)c3ccccc23)cc1 | -4% | 13% | -8% | -24% | -8% | 0% | -3% | 5% | -5
CC(=O)c1c(C)[nH]c(C(=O)OC2CCCCC2=O)c1C (stereo not drawn) | -1% | -1% | 10% | 2% | -7% | 12% | 5% | -1% | -1
COc1ccc(-c2nn(-c3ccccc3)cc2C#N)cc1 | -4% | 14% | 17% | -10% | -10% | 6% | 1% | 7%[57.1 µM] | -9
CCNc1sc(C(=O)c2cccs2)c(N)c1-c1nc2ccccc2s1 | -7% | -30% | 24% | -2% | ? | -3% | -1% | -23% | -7
CNC(=O)COc1ncnc2sccc12 | 1% | 12%[57.1 µM] | 2%[11.4 µM] | -9% | 1% | 7% | -7% | 10%[57.1 µM] | -3
CCCc1nn2c(=O)cc(COC(=O)c3cccs3)nc2s1 | 1% | 11%[57.1 µM] | -10% | 3% | 4% | 2% | -4% | 1%[57.1 µM] | -7
CCOC(=O)c1cc2c(ccn2C)n1Cc1ccccc1Cl | 0% | 16% | -26%[56.9 µM] | -12% | -31% | -11% | -3% | 2% | 2
CCOC(=O)c1ccc(N2C(=O)c3n[nH]c(-c4cccs4)c3C2c2ccc(OC)cc2OC)cc1 (stereo not drawn) | -1% | 17% | 3% | -14% | 6% | 5% | -2% | -2% | -3&-4
Cc1ccc(C(=O)CSc2nc3cc(S(=O)(=O)N4CCOCC4)ccc3o2)cc1 | -1% | -12%[57.1 µM] | -28% | -8% | -12% | -3% | -1% | -5% | 1
C[C@@H]1CN([C@H](C)CO)C(=O)CCCn2nncc2CO[C@H]1CN(C)S(=O)(=O)c1cccs1 | 1% | / | / | -28% | 0% | 9% | 1% | / | -6
S=C(Nc1cccc(Cl)c1Cl)NC1CCN(Cc2ccccc2)CC1 | 0% | -21% | -26% | -12% | 1% | -6% | -5% | 3% | -8
O=C(Nc1ccncc1)Nc1ccc(Br)cc1Cl | 0% | 28% | -7% | -28% | -10% | -8% | 4% | 4% | -4
O=C(COC(=O)c1cccnc1)Nc1ccc2c(c1)OCO2 | 2% | 2% | -5% | -9% | 4% | -3% | -1% | 0% | -4
